# PTAP TSG101 blk = blocks PTAP/TSG101 interaction to inhibit HIV-1 budding; Q99816; Fluorescence polarization, FITC-PTAP peptide / Tsg101 binding; Potency, µM (highest dose often 115 µM), without a hit: at the highest dose activity change, negative = inhibition, hits mostly inhibitors; 340,000 tested, under 10 active; active means well fitted inhibition curve with a large enough effect in the main read-out, with a control signal flat, not every such curve was filed as active; inconclusive means small, poorly fitted or top-dose-only effect, or effect the other way, or a change in a side signal; inactive means no such curve, though single readings can be large or run the other way; further: potency means the concentration at half of the fitted maximal effect; % of control where 0% means no effect
#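 FP read-out: FITC-PTAP peptide, 50 nM final, binding Tsg101 binding domain, 10 uM final; 20 min, r.t.; 10 mM HEPES pH 7.5, 0.15 M NaCl, 0.01% Tween 20, 3 mM EDTA, 0.1 mM TCEP.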
# TRPV1 ag = agonists of human vanilloid receptor 1 (TRPV1); TRPV1-expressing cells, Fluo-8 calcium influx, agonist mode; activation, % at 8.33 µM; hit rate 0.19% among 320,000; in the data active means activation above about 80%; inconclusive means between about 30% and that limit; further: 0% is about no effect
#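 TRPV1-expressing cells were cultured overnight at 35.5C and loaded with Fluo-8 calcium dye for 40 to 90 min at room temperature. After a 10 s baseline, compound was added and calcium influx was read kinetically for 3 min (ex 480/em 520 nm).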
# ELG1 genotoxic = genotoxicity induction in ELG1-luciferase HEK293T cells | HEK293T ELG1-luciferase reporter, luminescence, 16 h | Potency, µM (highest dose often 46 µM), inactives show top-dose activity change, positive = activation, most hits filed as activators | hit rate 1.3% among 330,000; further: potency means the concentration at half of the fitted maximal effect; % of control where 0% means no effect; nearly all actives have a fitted effect of over 60% in size
#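 Screening used a luciferase reporter fused to human ELG1 in HEK293T cells. Luminescence was read on a CCD plate imager after 16 hr exposure and 30 min ONE-Glo incubation.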
# Eya2 inh = inhibitors of human Eya2 phosphatase activity. O00167. recombinant Eya2, OMFP fluorescence dephosphorylation (OMFP is methylfluorescein phosphate). Potency, µM (titrated, usually from 76.9 µM), without a hit: at the top dose activity, negative = inhibition, actives largely listed as inhibitors. hit rate 0.006% among 330,000. AID 488837; further: potency means the concentration at half of the fitted maximal effect; on the % scale 0 is the no-effect control and ±100 the full control effect
# Target sequence (O00167 whole entry, looked up): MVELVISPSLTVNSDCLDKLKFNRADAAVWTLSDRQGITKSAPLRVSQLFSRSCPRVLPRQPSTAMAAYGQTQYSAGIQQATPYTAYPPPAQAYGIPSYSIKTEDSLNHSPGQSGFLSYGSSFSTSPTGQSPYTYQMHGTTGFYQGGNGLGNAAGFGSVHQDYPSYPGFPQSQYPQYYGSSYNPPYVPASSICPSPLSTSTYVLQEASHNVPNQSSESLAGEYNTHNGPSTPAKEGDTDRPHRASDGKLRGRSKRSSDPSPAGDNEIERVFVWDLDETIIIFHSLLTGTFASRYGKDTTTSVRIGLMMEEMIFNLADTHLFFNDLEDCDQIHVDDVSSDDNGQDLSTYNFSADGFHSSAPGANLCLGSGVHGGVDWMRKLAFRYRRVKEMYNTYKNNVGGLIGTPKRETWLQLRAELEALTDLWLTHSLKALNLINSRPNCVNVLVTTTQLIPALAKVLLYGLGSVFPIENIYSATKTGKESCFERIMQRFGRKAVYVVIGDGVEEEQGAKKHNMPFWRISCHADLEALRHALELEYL
#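 Eya2 (0.2 uM) preincubated 10 min at ambient with compound, then OMFP substrate added at 50 uM; 10 min reaction in 50 mM HEPES pH 7.5, 50 mM NaCl, 5 uM MgCl2, 0.05% BSA, 1 mM DTT. Fluorescence read at Ex 485/Em 525 nm.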
# BRCA1 expr act = BRCA1 expression activation; MCF7-BRCA1-FFLuc reporter, luminescence, 48 h; response scale: scaled: vehicle 0%, 10 µM genistein 100%; Potency, µM (top dose mostly 46.1 µM), inactives show top-dose activation, most hits filed as activators; hit rate 1.1% among 380,000; AID 624202; further: potency means the concentration at half of the fitted maximal effect; nearly all actives have a fitted effect of over 80% in size; some results filed as inactive show a strong effect at the top dose
#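 First, MCF7-BRCA1-FFLuc cells (2000/well) attach for 2 h; next, compounds are pin-added and incubated 48 h at 37 °C; finally, luciferase reagent is added and luminescence read after 15 min.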
# ASM inhibitor = human S-ASM enzyme inhibition | AID 504937 | placental ASM, HMU-PC fluorogenic substrate, 60 min | Potency, µM (series often up to 57.5 µM), inactives show at the top dose activity change, negative = inhibition, actives largely listed as inhibitors | hit rate 0.006% among 340,000 | P17405; further: potency means the concentration at half of the fitted maximal effect
#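 Human placenta-derived ASM preincubated with compound 10 min at room temperature, then reacted with 9 uM (final) fluorogenic HMU-PC substrate for 60 min at 37 C. Stop solution raises pH to 10; fluorescence read at Ex 386/Em 447 nm.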
# B2AR arrestin = beta2AR (human) beta-arrestin recruitment activity | Potency, µM (titrated, usually from 46.1 µM), inactives show top-dose activation, hits mostly activators | beta-arrestin recruitment to beta2AR, cell-based reporter | hit rate 0.02% among 330,000;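 further: potency means the concentration at half of the fitted maximal effect; 0% = DMSO controls and full agonism = EC100 isoproterenol or metaproterenol; nearly all actives have a fitted effect of over 65% in size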
# Target sequence (P07550 whole entry, looked up): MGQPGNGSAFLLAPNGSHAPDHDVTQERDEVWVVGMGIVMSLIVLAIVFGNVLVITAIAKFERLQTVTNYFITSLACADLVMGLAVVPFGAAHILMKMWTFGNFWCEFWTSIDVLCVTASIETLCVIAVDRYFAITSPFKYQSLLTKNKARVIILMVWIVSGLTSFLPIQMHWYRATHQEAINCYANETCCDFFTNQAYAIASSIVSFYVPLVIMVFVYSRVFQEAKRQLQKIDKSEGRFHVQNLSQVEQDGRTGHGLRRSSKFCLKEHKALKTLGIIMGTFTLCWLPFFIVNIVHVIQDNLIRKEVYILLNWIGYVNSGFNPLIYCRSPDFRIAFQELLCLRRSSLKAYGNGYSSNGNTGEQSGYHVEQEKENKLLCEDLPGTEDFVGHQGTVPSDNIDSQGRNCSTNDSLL
# uPA surface inh = cell surface uPA generation inhibition; cell surface uPA generation assay, qHTS; Potency, µM (top dose mostly 38.3 µM), for the others: at the top dose activity change, negative = inhibition, hits mostly inhibitors; hit rate 0.31% among 330,000; active means well fitted inhibition curve with a large enough effect; inconclusive means small, poorly fitted or top-dose-only effect; inactive means no such curve, though single readings can be large or run the other way; tested in mouse RAW 264.7 cells; further: potency means the concentration at half of the fitted maximal effect; on the % scale 0 is the no-effect control and ±100 the full control effect; nearly all actives have a fitted effect of over 55% in size
# p53 reactivation = mutant p53 re-activation in reporter cells | Potency, µM (top dose mostly 92.2 µM), for inactives: at the top dose activity change, positive = activation, most hits filed as activators | H1299 p53-A138V BP100-luciferase reporter, luminescence, 24 h | hit rate 0.063% among 320,000 | AID 504706; further: potency means the concentration at half of the fitted maximal effect; % of control where 0% means no effect; nearly all actives have a fitted effect of over 45% in size
#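 p53-null H1299 cells stably carrying temperature-sensitive p53-A138V and a BP100-luciferase reporter were pinned with compounds (4-point, 1:5 series) and held 24 hrs at 37 deg C. Luminescence was read 10 min after detection reagent.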
# USP2a inh = USP2a (human) protease inhibition; O75604; USP2 core, Ub-CHOP2 coupled fluorogenic reporter, 485/531; Potency, µM (highest dose often 38.3 µM), for the others: at the highest dose activity change, negative = inhibition, hits mostly inhibitors; hit rate 0.01% among 330,000;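 further: potency means the concentration at half of the fitted maximal effect; plate controls were DMSO wells for no effect and full inhibition by NEM control for full effect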
#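 Deubiquitinase activity read as fluorescence (485/531 nm) after Ub-CHOP2 cleavage activates the enterokinase reporter on its substrate; USP2 core 10nM, Ub-CHOP2 and substrate 25nM each, 30min compound preincubation then 60min RT; data normalized to NEM, curves fitted.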
# Integrin act MD = activators of alpha7 integrin expression for muscular dystrophy; hit rate 0.064% among 350,000; alpha7betagal myoblasts, beta-gal FDG fluorescence, 48 h; Potency, µM (series often up to 38.3 µM), inactives show at the top dose activation, most hits filed as activators;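 further: potency means the concentration at half of the fitted maximal effect; 100% = response of the positive control SU9516; nearly all actives have a fitted effect of over 60% in size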
#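 Alpha7betagal+/- myoblasts (passage 13) were plated 16-24 hr, then exposed to compounds (1:260 dilution of DMSO stock) for 48 hours at 37C. After MPER lysis, β-galactosidase reporter activity was read as FDG fluorescence (ex 480/em 540) after 30 minutes.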
# * marks the source's active call; other numbers are inactive results; ? = inconclusive; nt = not tested or not shown; [ ] = remark or other dose. Unless noted, the call rests on the fitted dose curve; in most records, active means well fitted curve in the direction sought with a large enough effect; inconclusive means small, poorly fitted or top-dose-only effect, or another doubt; inactive means no such curve, though single readings can be large; an effect the other way counts as inactive or inconclusive.
SMILES,PTAP TSG101 blk,TRPV1 ag,ELG1 genotoxic,Eya2 inh,BRCA1 expr act,ASM inhibitor,B2AR arrestin,uPA surface inh,p53 reactivation,USP2a inh,Integrin act MD
O=C(O)CC/C(=N/NC(=O)CNC(=O)Cc1ccccc1)c1ccccc1,-8%,6,-22%,3%,5%,2%,0.5%,13%,0%,-2%,-22%
Cc1cccc(C)c1OCC(=O)NNC(=O)CCNC(=O)c1ccc(Br)cc1,nt,4,-1%,1%,-5%,1%,-0.1%,2%,nt,0%,-3%
COc1ccccc1P(=O)(Cc1ccccc1)c1ccccc1 (configuration not stated),-1%,2,-8%,3%,2%,11%,0.3%,-2%,-5%,5%,19%
CC(=O)c1ccc(NC(=O)/C(=C\c2cccs2)NC(=O)c2ccco2)cc1,-9%,-2,3%,22%,17%,-4%,0.1%,4%,-2%,-4%,-21%
O=c1oc2ccc(Br)cc2cc1-c1nc2ccccc2o1,-2%,9,1%,12%,0%,68%[activator],0.1%,17%,22%,-1%,16%
CCCCc1ccc(NC(=O)Nc2cccnc2)cc1,2%,85*,?,-21%,?,-2%,-0.9%,-30%,24%,-6%,0%
COc1ccc(O[C@H]2C=C[C@@H](c3ccccc3)O[C@@H]2CO/N=C/C[C@@H]2C=C[C@H](OC(C)=O)[C@@H](COC(C)=O)O2)cc1,nt,0,2%,-4%,nt,nt,-0.3%,nt,6%,3%,nt
CCC(C)Cn1c(C(C)O)nc2ccccc21 (configuration not stated),-2%,-4,-1%,4%,-1%,2%,0.2%,-6%,-1%,-1%,16%
COc1ccc(S(=O)(=O)N(Cc2ccccc2)c2ccccc2C(=O)O)cc1,-2%,5,-5%,8%,-5%,4%,0.4%,-1%,nt,-3%,-14%
COCCn1nnnc1SCC(=O)c1ccc(F)cc1,-13%,4,10%,-3%,26%,2%,-0.1%,-5%,11%,3%,0%
CCc1nnc(NC(=O)c2ccc(Br)o2)s1,-5%,0,13%,13%,52%,5%,-1.0%,1%,4%,4%,?
O=C(Nc1ccc(N2CCN(C(=O)c3ccccc3)CC2)c(Cl)c1)c1cccnc1,-5%,14,-32%[inhibitor],13%,-69%,-1%,0.1%,-4%,-5%,6%,5%
CCOC(=O)COc1ccc(C(c2c(C)[nH][nH]c2=O)c2c(C)[nH][nH]c2=O)cc1,-2%,7,-3%,-6%,11%,6%,-0.5%,-2%,12%,1%,3%
Cc1ccc(N=C2CSC(=O)N2)cc1,-5%,2,5%,-3%,-4%,13%,0.2%,0%,15%,-1%,-32%[inhibitor]
Cc1cc(C)cc(NC(=O)c2cc(S(=O)(=O)N3CCCC3)cn2C)c1,-3%,-2,7%,-10%,-6%,-3%,-0.1%,-6%,nt,-1%,-10%
CS(=O)(=O)Nc1cc2c3c(c1)CCC(=O)N3CCC2,-5%,-2,2%,10%,-2%,-4%,0.2%,15%,0%,-1%,4%
Cc1nc(N2CCN(c3ccccc3O)CC2)c2c(-c3ccccc3)csc2n1,-2%,2,-26%,5%,-59%,-8%,-0.3%,4%,-7%,-8%,-4%
O=C(NCCN1CCOCC1)c1ccc2c(c1)ncn2C1CCCC1,-5%,-1,7%,2%,24%,6%,-0.4%,-3%,5%,0%,-7%
CC(=O)OC1(C(C)=O)CCC2C3CC(Cl)C4=CC(=O)CCC4(C)C3CCC21C (configuration not stated),-10%,nt,nt,nt,-47%,-3%,nt,-5%,nt,nt,-2%
Cc1no[n+]([O-])c1COc1cccc(/C=C2\N=C(c3ccccc3)OC2=O)c1,-2%,-1,4%,-1%,-2%,7%,7.2%,-17%,3%,1%,-11%
O=C(CSc1nnc(-c2ccc(F)cc2)o1)c1ccc2c(c1)OCCO2,0%,-2,2%,-10%,11%,-1%,-0.9%,3%,19%,-4%,1%
Cc1noc(C)c1CSCC(=O)Nc1ccccc1N1CCCC1,-6%,nt,nt,nt,-19%,-3%,nt,0%,nt,nt,-20%
CCOc1ccc(NC(=O)c2cc3cc4ccc(OC)cc4nc3o2)cc1,-2%,-1,7%,7%,-6%,402%[activator],-0.1%,3%,0%,2%,38%
Cc1c(CN2CCN(C)C(CCO)C2)[nH]c2c(Cl)cccc12 (configuration not stated),3%,4,-2%,-3%,-1%,0%,0.0%,-1%,6%,3%,4%
O=C(CCCN1C(=O)c2ccccc2C1=O)Nc1sc2c(c1C(=O)NCc1ccco1)CCC2,-8%,0,-12%,-3%,-35%[inhibitor],-5%,-0.6%,1%,-6%,1%,-6%
COc1ccc(N(C(=O)c2ccncc2)S(=O)(=O)c2ccc(OC)c(OC)c2)cc1,-2%,0,0%,20%,-18%,4%,0.3%,-13%,nt,1%,-24%
CCOc1nnc(C)c2c(C)n(-c3cccc(OC)c3)nc12,0%,nt,-2%,7%,29%,-2%,-0.1%,6%,0%,1%,-24%
CN1CCN(NC(=O)c2cc(S(=O)(=O)N3CCOCC3)c(Cl)cc2Cl)CC1,-2%,-2,1%,-9%,-9%,4%,-1.2%,-7%,3%,0%,13%
COc1ccc(-c2cc(-c3ccccc3)nc(SCC(=O)Nc3ncc(C)s3)c2C#N)cc1,2%,1,0%,-1%,-34%,-3%,5.2%,-12%,-6%,0%,2%
O=C(NCc1ccco1)Nc1ccc(Br)cc1,-1%,?,7%,-3%,?,-2%,0.2%,2%,9%,5%,9%
CCCCN(C)Cc1cc(=O)oc2cc3c(cc12)CCCC3,-3%,?,7%,2%,9%,5%,7.3%,3%,-2%,1%,-12%
O=C(Oc1c(-c2ccccc2)c(=O)n2c3c(cccc13)CC2)c1ccccc1,-1%,28,-6%,-30%,-26%,-16%,?,-3%,1%,-4%,-35%
CCc1ccccc1NC(=O)CCCN1C(=O)c2cccnc2C1=O,-3%,0,-3%,1%,-16%,4%,5.2%,5%,-2%,1%,6%
COc1cc(CCC(=O)OCC(=O)Nc2ccc(Br)cc2F)cc(OC)c1OC,3%,2,-2%,4%,4%,-1%,0.2%,-2%,1%,1%,-35%
CN(C)C(=O)c1cn(CCC#N)nc1-c1ccc2ccccc2c1,-3%,-7,-1%,8%,7%,2%,-0.9%,3%,-4%,0%,-37%
Cc1cccc(N2CCN(C(=O)/C=C/c3cccs3)CC2)c1C,-3%,-5,1%,-8%,12%,-6%,-0.1%,3%,20%,-1%,-19%
CC(NC(=O)c1ccco1)C(=O)NC(C)c1cc(F)c(Cl)cc1Cl (configuration not stated),-3%,5,0%,5%,-20%,3%,-0.7%,5%,0%,-1%,-21%
CC(=O)NC1C(OCc2ccccc2)OC2COC(C)(C)OC2C1O (configuration not stated),-1%,1,-15%,-10%,6%,2%,-0.1%,4%,8%,8%,-22%
COc1ccc(-c2csc(NC(=S)NC(=O)c3cccs3)n2)cc1OC,2%,-5,-9%,12%,-14%,-9%,-0.1%,0%,-4%,-3%,-17%
COc1cccc(CNC(=O)c2cc3c(C)nc4ccccc4c3o2)c1,-1%,?,-13%,13%,-38%,-8%,-0.6%,?,-3%,-2%,18%
Cc1ccccc1CS(=O)(=O)CCC(=O)NCc1ccccn1,1%,5,1%,12%,6%,5%,-1.0%,3%,-3%,5%,19%
Cc1ccc(SCCC(=O)N/N=C/c2ccccc2O)cc1,2%,?,15%,-1%,-31%,259%[activator],-0.6%,-4%,?,-1%,-35%
CCc1nc(C)ccc1OCC(=O)N(CC)CC,-3%,3,-2%,-21%,-1%,2%,0.5%,6%,-1%,2%,15%
COc1ccc(Cn2c(C)c(C)c(C#N)c2NC(=O)Nc2cccc(C)c2)cc1,1%,10,-3%,-14%,-28%,-1%,-0.4%,0%,24%,-6%,-23%
COc1ccccc1-n1c(SCC(=O)Nc2cccc(C(=O)O)c2)nnc1-c1ccccc1O,1%,0,2%,5%,13%,5%,-0.9%,-4%,nt,-1%,2%
N#Cc1ccc(OCC(O)CN2CCC(C(O)(c3ccccc3)c3ccccc3)CC2)cc1 (configuration not stated),-2%,4,-3%,7%,-22%,0%,-0.1%,2%,4%,5%,?
COc1ccc(C(=O)NC(=S)N2CCOCC2)cc1OC,-6%,-4,3%,6%,-6%,2%,0.2%,12%,0%,2%,1%
CN1CCN(S(=O)(=O)c2cccs2)CC1,-2%,-1,1%,15%,-31%,0%,0.0%,1%,0%,0%,-26%

# Screens deposited in PubChem BioAssay by National Center for Advancing Translational Sciences (NCATS).

# Not a hit list; 2.6% or so of the library scored in one or more.
